JMJD2E inh = blocks human JMJD2E demethylase activity; Potency, µM (highest dose often 57.1 µM), without a hit: at the top dose activity change, negative = inhibition, actives largely listed as inhibitors; 230,000 compounds, 1.6% hits; JMJD2E catalytic domain, FDH-coupled NADH fluorescence (FDH is formaldehyde dehydrogenase); active means well fitted inhibition curve with a large enough effect, not every such curve was filed as active; inconclusive means small, poorly fitted or top-dose-only effect, or another doubt; inactive means no such curve, though single readings can be large or run the other way;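 further: 0% = wells with enzyme and -100% = buffer wells without enzyme; nearly all actives have a fitted effect of over 50% in size; many of its hits are not listed in these tables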
Target sequence (B2RXH2 1-337 limits assumed): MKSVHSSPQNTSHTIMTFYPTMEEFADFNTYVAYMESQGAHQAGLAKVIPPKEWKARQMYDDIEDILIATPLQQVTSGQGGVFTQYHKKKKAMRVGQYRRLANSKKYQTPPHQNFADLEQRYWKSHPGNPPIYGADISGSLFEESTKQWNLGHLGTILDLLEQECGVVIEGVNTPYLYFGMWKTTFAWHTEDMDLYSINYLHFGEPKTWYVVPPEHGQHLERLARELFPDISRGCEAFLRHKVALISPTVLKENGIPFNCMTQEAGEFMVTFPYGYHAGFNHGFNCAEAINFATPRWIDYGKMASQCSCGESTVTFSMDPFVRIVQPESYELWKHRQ
ALDH1A1 block = ALDH1A1 (human) enzyme inhibition | P00352 | Purified ALDH1A1, NADH fluorescence, propionaldehyde substrate | Potency, µM (titrated, usually from 75.3 µM), for inactives: top-dose activity, negative = inhibition, usual class: inhibitors | 220,000 compounds, 7.3% hits; active means well fitted inhibition curve with a large enough effect, not every such curve was filed as active; inconclusive means small, poorly fitted or top-dose-only effect, or another doubt; inactive means no such curve, though single readings can be large or run the other way;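 further: plate controls were no enzyme wells and a reference inhibitor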
Target sequence (P00352 whole entry, looked up): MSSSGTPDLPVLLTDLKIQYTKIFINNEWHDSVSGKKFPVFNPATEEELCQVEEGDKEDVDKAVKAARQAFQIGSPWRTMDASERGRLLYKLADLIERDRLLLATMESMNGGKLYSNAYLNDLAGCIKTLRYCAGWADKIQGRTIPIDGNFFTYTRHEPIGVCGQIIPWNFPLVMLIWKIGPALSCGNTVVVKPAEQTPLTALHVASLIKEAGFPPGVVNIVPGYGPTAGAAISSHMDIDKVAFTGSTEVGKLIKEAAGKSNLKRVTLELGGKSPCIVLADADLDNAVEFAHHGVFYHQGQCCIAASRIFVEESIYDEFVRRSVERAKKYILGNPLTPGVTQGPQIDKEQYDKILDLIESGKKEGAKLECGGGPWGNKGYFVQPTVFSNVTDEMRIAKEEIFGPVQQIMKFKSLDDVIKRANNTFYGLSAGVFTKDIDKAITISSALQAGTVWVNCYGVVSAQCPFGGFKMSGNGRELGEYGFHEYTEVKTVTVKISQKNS
RGS12 GoLoco inh = blocks human Gai1 binding to RGS12 GoLoco peptide, red readout. 230,000 compounds, 0.44% hits. P63096. Gai1:RGS12 GoLoco peptide FP, rhodamine, 10 min. Potency, µM (highest dose often 61.6 µM), for inactives: at the top dose activity, negative = inhibition, usual class: inhibitors; active means well fitted inhibition curve with a large enough effect, not every such curve was filed as active; inactive means no such curve, though single readings can be large or run the other way; further: on the % scale 0 is the no-effect control and ±100 the full control effect; nearly all actives have a fitted effect of over 30% in size; many of its hits are not listed in these tables
SMN2 splice up = SMN2 splice variant enhancement. HEK293 SMN2-luciferase splicing reporter, luminescence, 30-36 h. Potency, µM (doses to about 46.1 µM), for inactives: at the highest dose activity change, positive = activation, actives largely listed as activators. 210,000 compounds, 2.8% hits; further: % of control where 0% means no effect; nearly all actives have a fitted effect of over 55% in size
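qHTS luciferase splicing reporter: luminescence rises when SMN2 exon 7 is included in transfected HEK293 cells. Compound exposure lasted 30-36 h at 37C, with 4.5 mM final sodium butyrate as control, followed by a ONE-Glo read.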
aGlu spleen mod = inhibits or activates alpha-glucosidase in human spleen homogenate; P10253; human spleen homogenate, 4-MU-alpha-glucoside fluorescence; Potency, µM (doses to about 79.9 µM), for the others: at the highest dose activity change, negative = inhibition, most hits filed as inhibitors; 240,000 compounds, 0.006% hits; AID 2112;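 further: 0% = enzyme with vehicle and -100% = no enzyme basal signal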
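AC50 values come from Hill-equation fits of concentration-response data, normalized to no-enzyme and full-activity controls. Enzyme source: 1 ug human spleen homogenate; 1 mM fluorogenic 4-MU glucoside, pH 5.0 citrate buffer, 37 C, 40 min.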
GAA glycogen = alters human alpha-glucosidase cleavage of glycogen. Potency, µM (titrated, usually from 76.4 µM), for the others: top-dose activity change, negative = inhibition, actives largely listed as inhibitors. 300,000 compounds, 0.38% hits. AID 2100. recombinant GAA, glycogen substrate, Amplex Red glucose oxidase fluorescence;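 further: 0% = full enzyme reaction and -100% = no-enzyme basal signal; the screen sought inhibitors and activators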
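qHTS, 1536-well; enzyme 4 nM final; cpd up to 77 uM; substrate bovine liver glycogen 30 ug; 50 mM citrate/phosphate pH 5.0, 0.01% Tween-20; 37 C, 40 min; Amplex Red detection 45 min RT; Hill fit → AC50.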
aGal spleen mod = alpha-galactosidase A (human) modulation | P06280 | human spleen homogenate, 4MU-alpha-Gal fluorescence, 40 min | Potency, µM (series often up to 80 µM), for the others: top-dose activity change, negative = inhibition, most hits filed as inhibitors | 240,000 compounds, 0.008% hits | AID 2107;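 further: 0% = enzyme with vehicle and -100% = no enzyme basal signal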
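Human spleen homogenate (1 ug) was the enzyme source, with 4-methylumbelliferyl-alpha-D-galactopyranoside (1 mM final) in pH 5.0 citrate buffer with 0.01% Tween-20. Compounds were titrated; after 40 min at 37C, NaOH/glycine stop, 4-MU fluorescence read; AC50 from Hill fits.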
GAA inh = inhibitors of human lysosomal alpha-glucosidase. purified human GAA, 4-MU-alpha-glucoside fluorescence. Potency, µM (titrated, usually from 76.9 µM), inactives show top-dose activity change, negative = inhibition, most hits filed as inhibitors. 200,000 compounds, 0.005% hits. AID 1466;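 further: plate controls were uninhibited enzyme wells for no effect and no-enzyme background for full effect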
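Read-out is 4-methylumbelliferone fluorescence (Ex 365/Em 440 nm) after NaOH/glycine stop at pH 10. Enzyme 4 nM, substrate 400 uM, pH 5.0 citrate buffer, 20 min room temperature; AC50 from Hill-equation concentration-response.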
An asterisk follows results filed as active; ? = inconclusive; · = no result given; [ ] = dose if it differs, or a comment. Unless noted, the call rests on the fitted dose curve; in most records, active means well fitted curve in the direction sought with a large enough effect; inconclusive means small, poorly fitted or top-dose-only effect, or another doubt; inactive means no such curve, though single readings can be large; an effect the other way counts as inactive or inconclusive. Potency means the concentration at half of the fitted maximal effect. Not all compounds are listed, so the mix of outcomes need not match the whole.

SMILES | JMJD2E inh | ALDH1A1 block | RGS12 GoLoco inh | SMN2 splice up | aGlu spleen mod | GAA glycogen | aGal spleen mod | GAA inh
O=C(NC(=S)Nc1ccc(S(=O)(=O)Nc2ncccn2)cc1)c1ccc(Br)cc1 | -2% | ? | 6% | · | 7% | 0% | 12% | -1%
Cn1c(SCCCC(=O)c2ccccc2)nnc1-c1ccncc1 | 0% | -4% | 4% | -16% | -13% | 5% | -7% | -2%
C=CCn1nnnc1-c1cc(Cl)cc(Cl)c1 | 1% | -8% | -8% | 29% | -1% | 4% | 1% | -7%
Cc1ccc(C(=O)c2oc3ccccc3c2N)cc1 | 1% | -7% | -5% | 13µM* | -7% | -11% | -1% | -9%
CN(Cc1cnn(C)c1)C(=O)C1CCCCC1C(=O)O (stereo not given) | -2% | -7% | -11% | 15% | -1% | 2% | 0% | 2%
Cc1c(NC(=O)Nc2cccc(Cl)c2)c(=O)n(-c2ccccc2)n1C | -1% | 2% | 5% | 1% | 7% | 6% | -2% | -2%
COC(=O)CCC(NC(=O)c1cc(C)oc1C)C(=O)OC (stereo not given) | 1% | -3% | 3% | -20% | -7% | 2% | -11% | 4%
O=C1Oc2ccccc2C(=O)/C1=C/c1ccccc1O | 4% | ? | -4% | ? | 2% | 6% | 0% | 9%
NC(=O)CC(NC(=O)Cc1ccc(Cl)cc1)c1ccc(NC2CCCC2)c([N+](=O)[O-])c1 (stereo not given) | 0% | · | 3% | · | 5% | -2% | -3% | ·
CC1=NN(c2ccccc2)C(=O)/C1=C\c1ccc(Oc2ccc([N+](=O)[O-])cc2[N+](=O)[O-])cc1 | 6.3µM* | 8.9µM* | 1% | -19% | -9% | -12% | -6% | -3%
CCc1nnc(NC(=O)CCC(=O)N2CCN(C3CCCCC3)CC2)s1 | 6% | ? | 0% | 10% | 0% | 13% | 7% | -8%
COc1ccc(S(=O)(=O)N2CCOCC2)cc1Cl | 11% | 2% | -9% | -17% | -11% | 3% | -8% | 1%
CCN1CCN(C(=O)CCCCCn2c(=O)[nH]c3cc(C(=O)OC)ccc3c2=O)CC1 | ? | ? | 10% | -2% | 10% | 2% | ? | ?
O=S(=O)(c1ccc(Cl)cc1)N1CCN(Cc2ccc(O)c3ncccc23)CC1 | 25µM* | 9% | 8% | -66%[inhibitor] | 0% | 30% | 3% | ?
CC1(C)CN(c2ccc(-c3ccnc4ncnn34)cc2)C1=O | ? | ? | -9% | ? | 58% | -12% | ? | ?
COc1ccc(N=Cc2c(O)n(-c3cccc(C)n3)c(=O)c3ccccc23)c(OC)c1 | 5% | · | -5% | · | -3% | 0% | 2% | ·
Cc1ccc(CNC(=O)C2=NNC(=O)CC2)cc1 | 1% | -6% | 6% | 14% | 7% | 2% | 10% | 3%
CC12COC3(C(=O)Nc4ccc(Cl)cc4)CC1CCC32C (stereo not given) | 2% | 13% | 7% | -24% | -1% | 10% | 1% | -1%
Cc1nc2n(n1)C(O)c1cc([N+](=O)[O-])ccc1S2 (stereo not given) | -9% | -5% | 5% | -10% | -1% | -3% | -14% | -4%
Cn1ccc(C(=O)OCC(=O)c2ccccc2)n1 | 3% | 4% | · | · | -16% | 11% | -16% | 1%
Cc1ccc(-c2nc3ccccc3[nH]2)cc1NC(=O)c1ccco1 | -4% | 4% | 3% | · | -29% | 1% | -1% | -5%
COc1ccc(NC(=O)CSc2nc(N3CCCCC3)nc(N3CCCCC3)n2)cc1 | -5% | 8% | -8% | -10% | -6% | -3% | 10% | 0%
Cc1c(C)c(C)c(C(=O)C2CCN(c3ccc([N+](=O)[O-])cn3)CC2)c(C)c1C | 0% | -7% | 1% | · | -11% | 8% | -10% | 9%
CCOC(=O)CN1C=C(c2ccc3ccccc3n2)C(C[N+](=O)[O-])c2ccccc21 (stereo not given) | ? | 4% | 12% | 21% | 1% | 3% | 6% | 6%
O=C(NCCC1=CCCCC1)C1CCN(c2nc3ccccc3o2)CC1 | 3% | 4% | 4% | -27% | -3% | 6% | -10% | 8%
Cc1occc1C(=O)N/N=C/C=C\c1ccccc1[N+](=O)[O-] | -1% | ? | -4% | 15% | 3% | 8% | -9% | -2%
COc1ccc2c(c1)CC/C2=N\NC(=O)c1ccccc1 | 0% | -2% | 15% | 16µM* | 5% | -4% | 2% | 3%
COc1ccccc1NC(=O)Cn1ncc2c1-c1ccccc1OC2 | 2% | 7% | 0% | -27% | -11% | -11% | -1% | 3%
O=S(=O)(c1ccc(Br)s1)N1CCN(c2ccccc2)CC1 | 2% | 11% | -7% | -17% | -5% | 4% | -5% | -4%
C/C(CC1CC2=C(CC1(C)C)C(C)(C)CCC2)=N\NC(N)=S (stereo not given) | -3% | 13µM* | 9% | -39%[inhibitor] | 6% | -8% | 5% | -7%
CC(C)NC(=O)N1CC[C@@]2(CCCN(C(=O)c3cccc(F)c3)C2)C1 | · | -6% | 9% | -6% | 0% | · | 0% | ·
COc1ccc(CCNC(=O)C(C(=O)c2ccc(F)cc2)n2ccccc2=O)cc1OC (stereo not given) | 2% | 4% | -1% | 21% | 8% | 3% | 13% | -3%
O=C(O)CCC(=O)NCc1cn(-c2ccccc2)nc1-c1cccc(Br)c1 | -12% | -5% | 5% | -20% | -1% | -5% | 2% | -1%
CCOC(=O)c1cc(-c2ccncc2)nc2c1c(C)nn2-c1ccccn1 | ? | ? | 7% | -6% | 0% | -10% | 4% | 0%
CC(C)(C)c1ccc(OCc2ccc(C(=O)NN)o2)cc1 | -2% | · | 12% | · | -1% | -14% | 0% | ·
Brc1ccc(N=C(c2ccccc2)c2ccncc2)cc1 | -1% | 2% | 3% | 13% | 0% | 6% | -4% | -2%

Entries of single compounds as entered above. Screens in order: JMJD2E inh | ALDH1A1 block | RGS12 GoLoco inh | SMN2 splice up | aGlu spleen mod | GAA glycogen | aGal spleen mod | GAA inh
CC(C)(C)c1ccc(OCc2ccc(C(=O)NN)o2)cc1 across the screens: -2% | · | 12% | · | -1% | -14% | 0% | ·
CC(C)NC(=O)N1CC[C@@]2(CCCN(C(=O)c3cccc(F)c3)C2)C1 across the screens: · | -6% | 9% | -6% | 0% | · | 0% | ·
O=S(=O)(c1ccc(Br)s1)N1CCN(c2ccccc2)CC1 across the screens: 2% | 11% | -7% | -17% | -5% | 4% | -5% | -4%

(cont.)
SMILES | JMJD2E inh | ALDH1A1 block | RGS12 GoLoco inh | SMN2 splice up | aGlu spleen mod | GAA glycogen | aGal spleen mod | GAA inh
COc1ccccc1N1CCN(C(=O)COc2cc(C)ccc2C)CC1 | 2% | -1% | 6% | -15% | 3% | 6% | 3% | -1%
CCCCCn1c(N2CCN(c3cccc(Cl)c3)CC2)nc2c1c(=O)[nH]c(=O)n2C | 4% | -14% | 14% | 21% | -2% | 1% | -2% | ?
CC(C)OCCCNC(=O)CNC(=O)c1ccc(Cl)c(Cl)c1 | 0% | 5% | 6% | 0% | -5% | 3% | -8% | -13%
COc1ccc2nc(NCCCNC(=O)c3cc(OC)c(OC)c(OC)c3)c(C#N)cc2c1 | ? | ? | -2% | -3% | 5% | 7% | 3% | -12%
CCCc1cc(C(=O)Nc2nccs2)cs1 | -3% | ? | 21% | 4µM* | -5% | -3% | -3% | -6%
CCOC(=O)c1cccc(NC(=O)Nc2cc(OC)ccc2OC)c1 | 0% | 2% | -4% | -1% | -10% | 5% | -1% | -3%
Cc1ccc(S(=O)(=O)C2(S(=O)(=O)c3ccc(C)cc3)CCCC2)cc1 | 2% | -14% | -1% | ? | -3% | -4% | -1% | -2%
CCOC(=O)CSc1nc2sc3c(c2c(=O)[nH]1)CCCC3 | 2% | 0% | -1% | 5% | 3% | -8% | 3% | -1%
O=C(NC1CCCCC1)C(c1ccc(Cl)cc1)N(C(=O)c1ccccn1)c1cccnc1 (stereo not given) | -18% | 8% | 14% | 11% | 5% | 8% | -3% | ?
CCOC(=O)N1CCC(N(CCN(C)C)C(=S)Nc2cccc(Cl)c2)CC1 | -9% | -4% | -4% | -86%[inhibitor] | -3% | -4% | 2% | -12%
COc1ccc(-n2ccnc2SCC(=O)NO)cc1 | -11% | 5% | 3% | -14% | -3% | -19% | 1% | -9%
CCOc1cc(/C=C2/NC(=O)N(CC(=O)Nc3cccc(C)c3)C2=O)ccc1OC | -12% | -7% | 6% | 5% | -1% | 11% | 10% | 1%
CCOc1ccc(/C=C2\C(=O)c3ccccc3OC2c2ccccc2)cc1 (stereo not given) | 3% | -2% | 8% | -23% | -12% | -3% | -3% | -1%
C=CCOc1c(Cl)cc(CNCCC)cc1Cl | 0% | 3% | 9% | 9% | -8% | -13% | 2% | 2%
CCCC(=O)Nc1cc(C(=O)O)ccc1Sc1ccccc1 | -7% | 2% | 4% | -21% | 2% | 3% | -1% | -1%
Cc1sc2ncnc(SCC(=O)NC(=O)NCc3ccco3)c2c1C | -8% | -5% | 0% | 0% | -13% | 4% | 7% | -2%
O=C(O)CC(=O)Nc1ccccc1 | 2% | -3% | 3% | -14% | 4% | -17% | -1% | 2%
COC(=O)C1=NN(c2ccc(C)cc2)C2(S1)SC(C(C)=O)=C(C)N2c1ccccc1 (stereo not given) | 5% | -7% | 0% | -9% | -7% | -6% | -2% | -1%
Nc1c(C(=O)O)cnn1-c1ccc([N+](=O)[O-])cc1 | 4% | · | 10% | · | -2% | -8% | 5% | ·
CS(=O)(=O)NCc1ccc(C(=O)NCCOc2ccccc2)cc1 | -21% | -7% | -17% | 11µM* | -5% | 4% | 7% | 0%
CC1CC(C)(C)NC(=S)N1CC(=O)N1CCN(Cc2ccc3c(c2)OCO3)CC1 (stereo not given) | -1% | 4% | 4% | -19% | 0% | 2% | -1% | 3%
COC(=O)C1=C(C)[C@@H](O)[C@@H](C)[C@](C)(c2cc(OC)c(C)c(OC)c2COc2ccccc2)O1 | 0% | 11% | 1% | -2% | 3% | · | -3% | ·
O=C(Nc1ccc(N2CCCCC2)c(Cl)c1)c1ccc2c(c1)OCCO2 | -17% | ? | 2% | -61%[inhibitor] | -5% | -13% | -7% | -6%
